Compound activity (PubChem)
STAT3 activator: increases IL-6 driven STAT3 reporter signal; activation (% of control), % at 5.6 µM; 190,000 compounds, 0.91% hits; U3A cells, IL-6 STAT3-luciferase reporter, luminescence; 100% = signal with IL-6 EC80 alone;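 active means activation above the screen-wide mean of compound activation plus 3 SD, cut at about 130% in these data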;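 further: 0% = background luminescence of wells with medium and substrate only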
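Test system: human U3A cells carrying STAT3-luciferase construct; control set: IL-6-only wells as 100% reference; timing: compound pre-incubation 1 h before IL-6, then 6 h stimulation at 37 °C; also added: IL-6 stimulus at 33 ng/mL final; evaluation: % activation versus median of IL-6-stimulated wells; detection: reporter luminescence signal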
STAT1 blocker: STAT1 signaling inhibition. NIH 3T3 STAT1-luciferase reporter, IFN-gamma, luminescence. inhibition, % at 5.5 µM. 200,000 compounds, 0.35% hits;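 active means inhibition above a set limit, the mean inhibition across all tested compounds plus 3 SD, cut at about 34% in these data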;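 further: 0% = IFN-gamma with DMSO and 100% = IFN-gamma with 300 µM nifuroxazide; values of inactives mirror those of a sister screen read the other way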
STAT3 inh: reduces IL-6 driven STAT3 reporter signal; U3A cells, IL-6 STAT3-luciferase reporter, luminescence; host cell line lacks STAT1; inhibition, % at 5.5 µM; 190,000 compounds, 0.89% hits; AID 862;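 active means inhibition above the mean inhibition across all screened compounds plus 3 SD, cut at about 44% in these data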;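 further: 0% = DMSO only wells and 100% = 100 µM nifuroxazide control wells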
NF-kB neuron act: NF-kB expression increase, human neuronal cells; fold change at 12.5 µM; 190,000 compounds, 1.6% hits; NF-kB reporter expression; stronger effect = higher value; in the data active means fold change above about 3.3
APP 5'UTR act: activates APP 5'UTR luciferase reporter | 190,000 compounds, 1% hits | activation, % at 2 µM | AID 1276 | SH-SY5Y APP 5'UTR luciferase reporter, luminescence; zero percent = DMSO vehicle wells;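 active means activation above a set limit, based on mean plus 3 SD of controls, cut at about 140% in these data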; further: values of inactives mirror those of a sister screen read the other way
STAT1 activator: STAT1 signaling activation | NIH 3T3 STAT1-luciferase reporter, IFN-gamma, luminescence; 100% = IFN-gamma alone, no compound | AID 932 | activation (% of control), % at 5.5 µM | 200,000 compounds, 2.6% hits;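 active means activation above the screen-wide mean activation plus 3 SD, cut at about 130% in these data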;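 further: raw ratio to IFN-gamma control signal so 100% means no change and 0% no light; values of inactives mirror those of a sister screen read the other way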
Hsp70 activator: Hsp70 transcriptional activation, primary screen | HeLa Hsp70 promoter luciferase reporter, luminescence; scaled: vehicle 0, proteasome-inhibitor control 100% | activation, % at 10 µM | 200,000 compounds, 0.04% hits | AID 1203;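 active means activation above the mean across all tested compounds plus 3 SD, cutoff set per campaign, cut at about 5.5% in these data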;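 further: 100% = MG132 at 30 µM as the positive control and 0% = DMSO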
Redox H2O2 prof: compounds producing H2O2 with reducing agent – biochemical, NIH compound library profiling, artefact control for MLSCN library redox annotation, primary screen | DTT-dependent redox cycling H2O2, phenol red/HRP absorbance; 100% = 100 µM peroxide control, 0% = buffer | activation, % at 10 µM | 200,000 compounds, 0.03% hits | AID 878;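 active means activation of at least 50% relative to the plate's high and low controls in the primary single-dose screen; inactive means activation below 50%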;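 further: compound incubated with DTT at 0.8 mM final as the reducing agent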
HMGR II inh: inhibitors of class II HMG-CoA reductase from Enterococcus faecalis | purified E. faecalis HMGR, NADPH absorbance 340 nm kinetic | inhibition, % at 10 µM | 190,000 compounds, 0.41% hits;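 active means inhibition above a set limit, the median over all tested compounds plus 3 SD, cut at about 9.5% in these data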;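 further: enzyme runs in reverse so mevalonate oxidation gives rising NADPH absorbance; 0% = complete reaction with DMSO and 100% = background rate lacking mevalonate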
TLR4 MyD88 comp: inhibitors of human TLR4-MyD88 binding; HeLa CL3-4 TLR4/MyD88 BLA complementation, FRET ratio; 200,000 compounds, 0.18% hits; inhibition, % at 8.4 µM; in the data active means inhibition above about 25%;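 further: 0% = vehicle and 100% = reference inhibitor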
Target sequence (O00206 whole entry, looked up): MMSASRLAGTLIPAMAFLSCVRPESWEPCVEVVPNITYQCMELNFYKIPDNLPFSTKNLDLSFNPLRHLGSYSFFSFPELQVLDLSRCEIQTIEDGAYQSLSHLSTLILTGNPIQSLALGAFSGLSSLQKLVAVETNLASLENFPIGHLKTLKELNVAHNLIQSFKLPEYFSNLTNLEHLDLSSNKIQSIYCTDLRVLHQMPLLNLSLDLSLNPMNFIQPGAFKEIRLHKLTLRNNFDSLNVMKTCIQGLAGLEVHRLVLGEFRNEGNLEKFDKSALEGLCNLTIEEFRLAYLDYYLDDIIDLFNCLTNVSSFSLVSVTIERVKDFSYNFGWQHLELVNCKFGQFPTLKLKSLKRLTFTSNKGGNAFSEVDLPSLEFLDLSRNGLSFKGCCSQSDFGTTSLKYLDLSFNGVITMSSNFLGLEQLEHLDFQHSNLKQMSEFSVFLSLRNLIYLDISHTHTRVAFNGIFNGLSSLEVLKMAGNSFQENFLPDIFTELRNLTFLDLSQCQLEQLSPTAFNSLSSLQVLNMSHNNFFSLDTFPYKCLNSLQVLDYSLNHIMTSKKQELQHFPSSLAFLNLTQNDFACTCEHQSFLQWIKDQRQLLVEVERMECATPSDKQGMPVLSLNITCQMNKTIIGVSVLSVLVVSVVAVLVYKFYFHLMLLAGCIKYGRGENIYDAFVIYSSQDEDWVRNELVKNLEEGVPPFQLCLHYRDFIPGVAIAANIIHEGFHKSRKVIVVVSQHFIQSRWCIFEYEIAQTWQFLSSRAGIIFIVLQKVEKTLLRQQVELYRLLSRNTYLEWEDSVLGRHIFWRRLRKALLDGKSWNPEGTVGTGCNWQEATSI
Target sequence (Q99836 whole entry, looked up): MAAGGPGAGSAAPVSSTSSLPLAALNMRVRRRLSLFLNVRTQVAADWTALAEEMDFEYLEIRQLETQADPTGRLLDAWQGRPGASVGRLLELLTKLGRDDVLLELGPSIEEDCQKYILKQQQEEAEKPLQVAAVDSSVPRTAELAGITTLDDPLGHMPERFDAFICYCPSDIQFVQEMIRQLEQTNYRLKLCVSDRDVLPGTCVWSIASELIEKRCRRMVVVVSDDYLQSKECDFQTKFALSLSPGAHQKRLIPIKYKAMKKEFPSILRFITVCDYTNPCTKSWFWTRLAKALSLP
* hit, by the source's call; . = not tested or not shown. Rows were taken by chance; any-hit rate near 5.6%.

SMILES	STAT3 activator	STAT1 blocker	STAT3 inh	NF-kB neuron act	APP 5'UTR act	STAT1 activator	Hsp70 activator	Redox H2O2 prof	HMGR II inh	TLR4 MyD88 comp
O=C1NN(c2ccccc2)C(=O)C2C3C=CC(C4CC34)C12 (stereo not drawn)	91	-4	18	1	4	103	-0.1	-5.1	5	-3
CCCOc1ccc(C(=O)N2CCN(c3ccc(N)cc3Cl)CC2)cc1	100	-3	4	0.92	19	102	-0.4	2.4	-5	-10
CCCn1c(SCc2ccccc2)nc2c1c(=O)[nH]c(=O)n2C	99	-8	7	0.94	4	107	-0.4	0.5	2	-9
CCOCCCNS(=O)(=O)c1ccc2c(c1)OCCO2	106	5	-3	0.95	-8	96	0.4	0.1	-2	9
COC(=O)CCC(=O)NNC(=O)CCC(=O)Nc1cccc(Cl)c1C	100	3	3	1.1	-12	97	-0.3	-2.5	-5	0
CCCN(CCC)S(=O)(=O)c1ccc(C(=O)N2CCCc3ccccc32)cc1	101	7	0	0.78	-15	93	-0.1	0.1	-3	7
O=C(NCC1CCCN(C(=O)NCc2ccccc2)C1)c1ccc2c(c1)OCO2 (stereo not drawn)	92	1	15	1.5	38	99	-0.2	-0.2	0	7
Cc1ccc(N/C=C2\CCCCC2=O)nc1	95	-38	9	1.8	6	135*	-0.1	-0.4	-3	-3
CCOc1ccccc1C1CC(=O)NC(SCC)=C1C#N (stereo not drawn)	105	-3	-3	0.96	3	103	-0.2	2.7	-6	-3
CCN(CC(=O)Nc1sc2c(c1C#N)CCCC2)CC(=O)NC1CCS(=O)(=O)C1 (stereo not drawn)	101	-9	0	1.3	23	109	-0.2	-0.8	-5	-4
Cc1cc(C)n2nc(C(=O)OCCOc3ccc(F)cc3)nc2n1	99	10	6	1.3	7	91	-0.2	0.1	-3	-8
CC(C)Sc1nc(NCc2ccco2)c2c3c(sc2n1)COC(C)(C)C3	101	-14	3	1.6	28	114	-0.1	-2.6	-5	-2
CC(=O)OC[C@H]1O[C@H](C/C=N/OC[C@@H](O)[C@H]2O[C@@H]3OC(C)(C)O[C@@H]3[C@H]2O)C=C[C@@H]1OC(C)=O	97	11	0	1	-1	90	-0.2	0.4	2	3
Nc1nc(N2CCN(c3cccc(Cl)c3)CC2)n[nH]1	103	-2	-2	1.1	4	99	-0.2	-2.4	1	-7
CN(C)S(=O)(=O)c1ccc(Cl)c(NC(=O)CN2CCCCCC2)c1	98	7	4	1.3	18	94	-0.4	-0.1	-5	5
CCC1CCCCN1C(=O)CNCC1CCCO1 (stereo not drawn)	98	-5	8	1.4	-9	103	-0.2	-0.4	-1	1
C/C=C/c1ccc(OCCCCN2C(=O)NC(C)(C)C2=O)c(OC)c1	105	2	-3	1.3	-7	98	-0.4	0.6	-2	-7
COC(=O)CC1=NC(=O)CS1	97	7	8	1.4	-2	92	-0.5	0.2	-1	0
O=C(CSc1nnnn1-c1ccc(F)cc1)NC1CCCCC1	131	-20	-36	1.3	-1	118	-0.2	0.7	-7	6
O=C(CCC(=O)c1ccccc1)NCCOc1ccccc1	100	2	2	0.97	0	96	-0.1	-0.1	-1	-12
CC12CCC(C(=O)N(NC(=O)c3cc(Cl)ccc3O)C1=O)C2(C)C (stereo not drawn)	102	-3	4	0.98	5	103	0.3	-0.4	2	8
Cc1ccc2nc(NC(=O)c3ccc(N4C(=O)CCC4=O)cc3)sc2c1	104	-17	-4	1.2	8	114	-0.5	-0.9	-1	4
O=C(NCc1cccnc1)Nc1ccccc1	98	-6	8	1.2	6	105	-0.2	0.5	-1	8
CCN(CC)CCNCc1cc(Br)ccc1OCC(=O)NCc1ccccc1	93	4	13	1.4	9	93	-0.5	-0.5	-1	3
CC(=O)Nc1ccc(-c2nnn(CC(=O)Nc3ccc4c(c3)OCO4)n2)cc1Cl	106	-5	-4	0.98	29	104	0.0	-1.4	2	-5

Entries listed above that bear a hit mark in STAT1 activator.
Molecule | STAT3 activator | STAT1 blocker | NF-kB neuron act | APP 5'UTR act | STAT1 activator | Hsp70 activator | Redox H2O2 prof | HMGR II inh | TLR4 MyD88 comp
Cc1ccc(N/C=C2\CCCCC2=O)nc1 | 95 | -38 | 1.8 | 6 | 135* | -0.1 | -0.4 | -3 | -3

6 successive records from above, for reference:
SMILES	STAT3 activator	STAT1 blocker	STAT3 inh	NF-kB neuron act	APP 5'UTR act	STAT1 activator	Hsp70 activator	Redox H2O2 prof	HMGR II inh	TLR4 MyD88 comp
O=C1NN(c2ccccc2)C(=O)C2C3C=CC(C4CC34)C12 (stereo not drawn)	91	-4	18	1	4	103	-0.1	-5.1	5	-3
CCCOc1ccc(C(=O)N2CCN(c3ccc(N)cc3Cl)CC2)cc1	100	-3	4	0.92	19	102	-0.4	2.4	-5	-10
CCCn1c(SCc2ccccc2)nc2c1c(=O)[nH]c(=O)n2C	99	-8	7	0.94	4	107	-0.4	0.5	2	-9
CCOCCCNS(=O)(=O)c1ccc2c(c1)OCCO2	106	5	-3	0.95	-8	96	0.4	0.1	-2	9
COC(=O)CCC(=O)NNC(=O)CCC(=O)Nc1cccc(Cl)c1C	100	3	3	1.1	-12	97	-0.3	-2.5	-5	0
CCCN(CCC)S(=O)(=O)c1ccc(C(=O)N2CCCc3ccccc32)cc1	101	7	0	0.78	-15	93	-0.1	0.1	-3	7

Structural class, the entries above with a cyano group.
SMILES	STAT3 activator	STAT1 blocker	STAT3 inh	NF-kB neuron act	APP 5'UTR act	STAT1 activator	Hsp70 activator	Redox H2O2 prof	HMGR II inh	TLR4 MyD88 comp
CCOc1ccccc1C1CC(=O)NC(SCC)=C1C#N (stereo not drawn)	105	-3	-3	0.96	3	103	-0.2	2.7	-6	-3
CCN(CC(=O)Nc1sc2c(c1C#N)CCCC2)CC(=O)NC1CCS(=O)(=O)C1 (stereo not drawn)	101	-9	0	1.3	23	109	-0.2	-0.8	-5	-4

Going on with the list.
SMILES	STAT3 activator	STAT1 blocker	STAT3 inh	NF-kB neuron act	APP 5'UTR act	STAT1 activator	Hsp70 activator	Redox H2O2 prof	HMGR II inh	TLR4 MyD88 comp
Cc1ccc(-c2ccc(=O)n(CC(=O)NCCCN3CCCCC3)n2)cc1	101	2	3	1.1	-12	98	-0.3	2.2	-4	-9
CCCCCCCc1nn2c(=O)cc(O)nc2s1	107	3	-2	0.87	5	97	-0.5	0.3	2	-2
O=C(NCC1CCCO1)/C(=C/c1ccc(Cl)cc1)NC(=O)c1ccccc1 (stereo not drawn)	88	-2	13	1.1	-9	102	-0.4	6.6	-7	-13
CCCCN(CC)C(=O)Cc1ccccc1OC	108	0	-4	0.91	0	100	-0.1	2.2	1	-8
O=C(CSc1nc2ccccc2o1)Nc1nc2ccccc2s1	131	-8	-31	1.1	20	108	-0.4	0.3	-7	4
O=c1oc2ccccc2c(N2CCCCC2)c1CN1CCCC1	104	-3	-2	1	-2	108	-0.1	0.3	-1	-3
COCCCn1c(SCc2nnc(-c3ccc(OC)c(OC)c3)o2)nnc1-c1ccncc1	103	3	-1	1.1	13	100	-0.1	1.0	9.9*	-3
O=C(Cn1nc(C(F)F)cc1C(F)F)NNC(=S)Nc1ccc(F)cc1	96	2	10	1	-32	99	-0.4	-1.7	-4	-5
COc1ccc(OC)c(S(=O)(=O)NCCc2ccccc2)c1	98	-1	6	1	14	101	-0.2	-0.6	-3	6
CCOc1ccccc1N(C(=O)Nc1ccc(Cl)cc1)C1=NC(C)CS1 (stereo not drawn)	107	-2	-10	1.1	27	102	-0.2	1.3	-5	-8
Cc1ccc(CNC(=O)/C(C#N)=C/c2ccc(C)s2)cc1	98	3	13	1.1	-9	97	-0.4	1.0	2	-4
CCC(C)NC(=O)C(Sc1ccccc1)c1ccccc1 (stereo not drawn)	104	-6	-1	0.97	59	103	-0.4	-0.3	0	11
COc1ccc(C)cc1NC(=O)COC(=O)C1CC1	92	-1	10	1.2	3	101	0.2	-0.1	-1	6
O=C(NCC1COCCO1)C1CCN(S(=O)(=O)c2ccccc2)CC1 (stereo not drawn)	102	6	2	1.1	5	94	0.2	3.2	-2	-6
CC(C)Oc1ccc(C(CC(=O)O)NC(=O)c2cccs2)cc1 (stereo not drawn)	92	9	14	1	-2	92	-0.5	-0.1	0	9
COC(=O)C1=C(C)OC(N)=C(C#N)C1c1c(C)nn(C)c1C (stereo not drawn)	101	-5	-3	1.3	-3	105	-0.2	-0.4	5	-6
COc1ccc(NC(=O)c2ccco2)cc1NC(=O)c1ccc(C)cc1	98	2	6	1.1	-6	99	0.0	-3.7	0	11
Cc1cccc(C2c3[nH]c4ccccc4c3CCN2C(=O)c2cn(C)c3ccccc3c2=O)n1 (stereo not drawn)	136*	2	-34	0.84	16	98	-0.2	0.4	-5	-6
O=C(O)c1ccccc1CSc1nc2ccccc2o1	115	-44	-13	1.8	29	140*	0.2	2.3	-3	5
Cc1ccc(C(=O)c2cncc(Br)c2)cc1	104	1	-1	1.2	6	99	-0.4	0.3	-3	8
Cc1ccc(NC(=S)N2CCn3cccc3C2c2cccnc2)cc1 (stereo not drawn)	102	-7	-3	1.2	-9	106	0.0	0.2	-1	-8
CCOC(=O)c1[nH]c2ccccc2c1NC(=S)Nc1ccccc1C	152*	10	-60	1.7	-14	91	-0.3	-0.2	-4	4
Cc1ccc(-c2nc3ccccc3s2)cc1NC(=S)NC(=O)/C=C/c1ccco1	106	-6	-2	1.5	67	105	0.1	-3.1	-4	0
COc1cccc(-n2c(SCC(=O)NC(C)(C)C)nnc2-c2ccoc2C)c1	96	-1	6	1.3	15	101	0.0	1.0	-5	16
O=C(NCC1CCCO1)c1cc2ccccc2[nH]1 (stereo not drawn)	95	-1	12	1.4	28	102	-0.3	-2.5	-5	2
CCC(CC)C1C(C#N)=C(N)Oc2n[nH]c(-c3ccccc3)c21 (stereo not drawn)	95	4	12	0.89	.	96	-0.3	0.2	-2	5
CCC(NC(=O)CCc1ccccc1)c1ccccc1 (stereo not drawn)	104	1	0	0.97	0	97	-0.1	-0.7	-2	11
CCOC(=O)N1CCN(CC(=O)Nc2ccc(F)c(F)c2)CC1	102	-6	4	1.2	10	103	-0.1	-0.2	-2	-14
O=C(NCc1ccco1)C(=O)NCC1OCCN1S(=O)(=O)c1ccc(Br)cc1 (stereo not drawn)	102	4	1	1.3	-5	96	-0.2	-1.2	0	11
CCOC(=O)COc1cc2c(C(=O)OCC)c(C)oc2cc1Br	101	-6	4	1.6	7	105	0.2	-0.6	-2	-3
